Compound activity deposited in PubChem by several laboratories.
RPL19A-GFP yeast – modulators of TOR pathway RPL19A-GFP in S. cerevisiae. S. cerevisiae RPL19A-GFP strain, flow cytometry, 3 h; hits give low values. percent response vs DMSO, % at 10 µM. hit rate 0.3% among 330,000;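 active means percent response vs DMSO below 50%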;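 further: median channel GFP fluorescence of the barcoded RPL19A-GFP strain; ratio of sample median GFP to plate DMSO average so 100% = DMSO; lower means less RPL19A-GFP as with rapamycin TOR inhibition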
EBNA-1 inh – blocks EBNA-1 binding to DNA; EBNA-1 DNA binding, fluorescence polarization; inhibition, % at 14.8 µM; hit rate 0.34% among 300,000; in the data active means inhibition above about 28%
procasp7 counter – counter-screen for procaspase-3 activators: activators of human procaspase-7; recombinant procaspase-7, Ac-DEVD-pNA absorbance 405 nm; D23A/D198A/D206A triple mutant, cannot self-cleave; scale: DMSO 0, 5 µM enzyme 100; activation, % at 8.5 µM; hit rate 0.093% among 330,000; P55210;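 active means percent activation above the screen-wide mean plus 3 SD, cut at about 25% in these data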
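buffer or medium = Zinc-free HEPES/NaCl buffer, pH 7.4 | material = Procaspase-7 triple mutant (PC-7 D3A) | input = 2 µM procaspase-7 mutant as dispensed | signal = Epi-absorbance of released pNA at 405 nm, two timepoints | timing = 1 h preincubation, 2 h reaction | replicates = singlicate compound testing | evaluation = % activation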
LAP4-GFP MLPCN – yeast TOR pathway LAP4-GFP modulation; S. cerevisiae LAP4-GFP multiplex, flow cytometry GFP, 3 h; median GFP as percent of DMSO wells; GFP response vs DMSO, % at 10 µM; hit rate 0.34% among 320,000; AID 2023;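 active means GFP response vs DMSO above a set limit, about the screen mean plus 3 SD, cut at about 150% in these data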
ZTA counter – ZTA (EBV) inhibition in EBNA-1 counter-screen | inhibition, % at 11 µM | ZTA-DNA binding, fluorescence polarization | hit rate 0.15% among 320,000 | AID 2234; in the data active means inhibition above about 33%
procasp3 activ – activators of human procaspase-3; recombinant procaspase-3 D3A, Ac-DEVD-pNA absorbance 405 nm; P42574; hit rate 0.11% among 330,000; activation, % at 8.5 µM;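 active means activation above the mean of all tested compounds plus 3 SD, cut at about 21% in these data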;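 further: 0% = DMSO alone and 100% = DMSO wells spiked with extra 5 µM PC-3 D3A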
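Assay system – Procaspase-3 D3A mutant, all three cleavage aspartates alanine · Controls – DMSO-only low control, 5 µM PC-3 D3A high control · Schedule – 1 h compound preincubation, 2 h substrate hydrolysis at 25 °C · Signal – 405 nm absorbance of p-nitroaniline, reads at 0 and 120 min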
MEP2-GFP yeast – alters MEP2-GFP fluorescence in TOR pathway yeast screen; S. cerevisiae MEP2-GFP strain, flow cytometry GFP, 3 h; 100% = DMSO control level; GFP response vs DMSO, % at 10 µM; hit rate 0.51% among 330,000; AID 2016;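 active means GFP response versus DMSO above a set limit, roughly screen mean plus 3 SD, cut at about 180% in these data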;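 further: median GFP fluorescence of the barcode-gated MEP2-GFP cells per well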
AHR activator – activates the human aryl hydrocarbon receptor; activation, % at 5 µM; AHR-responsive luciferase reporter cells, luminescence; P35869; hit rate 2.5% among 320,000; AID 2796; in the data active means activation above about 47%;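 further: 0% = vehicle wells and 100% = reference agonist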
An asterisk follows results filed as active; . = not tested or not shown.

1: Cc1cc(N=Nc2ccc3ccccc3c2)ccc1O
2: CC1CC(Nc2cccc(O)c2)=CC(=O)O1 (stereo unspecified)
3: COc1cccc(CN(C)CC2CCCN(CCc3ccccc3C)C2)c1 (stereo unspecified)
4: O=c1[nH]c2c(n(C3CCCCC3)c1=O)CCC2
5: O=c1[nH][nH]c(-c2ccccc2)c1C=Nc1ccc(C(F)(F)F)cc1
6: CCCc1ncc(CN2CCC(C(=O)Nc3cccc(-c4cscn4)c3)CC2)cn1

Compound	1	2	3	4	5	6
RPL19A-GFP yeast	101	100	108	97	108	94
MEP2-GFP yeast	108	103	107	100	109	92
LAP4-GFP MLPCN	107	104	90	101	97	95
ZTA counter	-1	10	-13	13	-6	12
procasp7 counter	1	-11	-4	-1	-10	2
EBNA-1 inh	-7	5	0	-1	-5	-3
procasp3 activ	-10	-7	2	6	2	2
AHR activator	46	7	1	11	10	5

7: CCCCNS(=O)(=O)c1ccc(NS(=O)(=O)c2c(C)cc(C)cc2C)cc1
8: CCOc1cc(S(=O)(=O)N2CCC(Cc3ccccc3)CC2)c(OCC)cc1-n1cnnn1
9: Cc1ccccc1C1CCCN(Cc2nc(CC3CC3)no2)C1 (stereo unspecified)
10: CCCCOc1ccc(C(C)NC(=O)CCS(=O)(=O)Cc2ccc(Cl)cc2)cc1 (stereo unspecified)
11: COc1cccc(C(=O)NCc2ccccc2OC)c1
12: O=C(CS(=O)(=O)c1c[nH]c2ccccc12)Nc1ccc2c(c1)OCCO2

Compound	7	8	9	10	11	12
RPL19A-GFP yeast	.	97	89	113	108	100
MEP2-GFP yeast	96	93	95	84	95	111
LAP4-GFP MLPCN	95	97	91	72	92	101
ZTA counter	-8	5	12	1	-3	-9
procasp7 counter	0	1	7	6	4	-9
EBNA-1 inh	0	-1	-5	-4	8	-7
procasp3 activ	4	2	4	8	-2	1
AHR activator	-3	5	0	-1	1	27

13: O=S1(=O)c2ccccc2N=NN1Cc1ccc(Cl)cc1
14: CCn1nc(C)c(CNC(=O)CC2C(=O)NCCN2CC(C)(C)C)c1C (stereo unspecified)
15: COCC(=O)N1CCCN(c2nc3c(C)cccc3cc2C#N)CC1
16: O=C(Nc1nnc(Cc2ccccc2F)s1)Nc1ccccc1F
17: CC(=O)N(C)c1ccc(NC(=O)c2cnn(C)c2)cc1
18: Cc1cc(N2CCCCC2)nc2c(C)cccc12

Compound	13	14	15	16	17	18
RPL19A-GFP yeast	95	106	102	106	103	96
MEP2-GFP yeast	96	99	105	99	100	94
LAP4-GFP MLPCN	98	93	108	82	108	87
ZTA counter	-21	-12	-11	4	-12	-19
procasp7 counter	-16	-1	1	14	5	11
EBNA-1 inh	-7	-9	4	-7	-11	-1
procasp3 activ	-16	2	-1	-7	10	10
AHR activator	1	6	-10	7	0	3

A draw from above in order of molecular weight, highest first.
8: CCOc1cc(S(=O)(=O)N2CCC(Cc3ccccc3)CC2)c(OCC)cc1-n1cnnn1
10: CCCCOc1ccc(C(C)NC(=O)CCS(=O)(=O)Cc2ccc(Cl)cc2)cc1 (stereo unspecified)
6: CCCc1ncc(CN2CCC(C(=O)Nc3cccc(-c4cscn4)c3)CC2)cn1
7: CCCCNS(=O)(=O)c1ccc(NS(=O)(=O)c2c(C)cc(C)cc2C)cc1
12: O=C(CS(=O)(=O)c1c[nH]c2ccccc12)Nc1ccc2c(c1)OCCO2
14: CCn1nc(C)c(CNC(=O)CC2C(=O)NCCN2CC(C)(C)C)c1C (stereo unspecified)
15: COCC(=O)N1CCCN(c2nc3c(C)cccc3cc2C#N)CC1
9: Cc1ccccc1C1CCCN(Cc2nc(CC3CC3)no2)C1 (stereo unspecified)

Compound	8	10	6	7	12	14	15	9
RPL19A-GFP yeast	97	113	94	.	100	106	102	89
MEP2-GFP yeast	93	84	92	96	111	99	105	95
LAP4-GFP MLPCN	97	72	95	95	101	93	108	91
ZTA counter	5	1	12	-8	-9	-12	-11	12
procasp7 counter	1	6	2	0	-9	-1	1	7
EBNA-1 inh	-1	-4	-3	0	-7	-9	4	-5
procasp3 activ	2	8	2	4	1	2	-1	4
AHR activator	5	-1	5	-3	27	6	-10	0

17: CC(=O)N(C)c1ccc(NC(=O)c2cnn(C)c2)cc1
11: COc1cccc(C(=O)NCc2ccccc2OC)c1
18: Cc1cc(N2CCCCC2)nc2c(C)cccc12

Compound	17	11	18
RPL19A-GFP yeast	103	108	96
MEP2-GFP yeast	100	95	94
LAP4-GFP MLPCN	108	92	87
ZTA counter	-12	-3	-19
procasp7 counter	5	4	11
EBNA-1 inh	-11	8	-1
procasp3 activ	10	-2	10
AHR activator	0	1	3

Remaining list, next part
19: Cc1noc(C)c1NC(=O)N(C)C[C@@H]1Oc2ccc(NS(=O)(=O)c3c(C)noc3C)cc2C(=O)N([C@H](C)CO)C[C@H]1C
20: S=c1[nH]nc(Cn2nnc3ccccc32)n1-c1ccccc1
21: CCc1nc2ccccc2nc1N1CCN(S(=O)(=O)c2ccccc2)CC1
22: CCN(CC)c1ccc2c(C)c(Cl)c(=O)oc2c1
23: O=C(O)CSC(C(=O)Nc1ccc(Br)cc1)c1ccc(Cl)cc1 (stereo unspecified)
24: CCN(CC)C(=O)c1ccc(S(=O)(=O)N2CCC(c3nc4ccccc4s3)CC2)cc1

Compound	19	20	21	22	23	24
RPL19A-GFP yeast	95	92	102	103	99	97
MEP2-GFP yeast	110	92	100	96	97	97
LAP4-GFP MLPCN	91	90	111	100	90	103
ZTA counter	.	4	8	-10	-4	3
procasp7 counter	-4	3	10	-5	-1	6
EBNA-1 inh	.	-8	0	-14	6	4
procasp3 activ	7	4	-6	-5	1	6
AHR activator	-2	0	-4	40	1	-5

25: COC(=O)c1ccc(/C(O)=C(\C#N)c2nc3ccccc3s2)cc1
26: COC(=O)C1=C(C)N(Cc2ccccc2)C(=O)N[C@H]1c1cccs1
27: CCCN(CC(=O)Nc1ccccc1C)C(=O)c1ccc(NC2CC2)c([N+](=O)[O-])c1
28: CCn1cc(C(=O)N(C)CC(OC)OC)c(=O)c2cc(S(=O)(=O)N3CCOCC3)ccc21
29: CCOc1cc(/C=N/Nc2ncnc(Cl)c2N)ccc1O
30: CCCn1c(SCC(=O)c2ccc(OC)c(OC)c2)nc2c1c(=O)n(C)c(=O)n2C

Compound	25	26	27	28	29	30
RPL19A-GFP yeast	99	93	103	106	106	87
MEP2-GFP yeast	93	90	99	110	102	96
LAP4-GFP MLPCN	93	127	101	98	82	92
ZTA counter	-2	4	7	4	-19	18
procasp7 counter	-8	10	-6	1	-15	-4
EBNA-1 inh	-12	5	6	0	-6	-2
procasp3 activ	-5	2	5	8	-4	10
AHR activator	14	0	4	0	20	0

31: Cc1ccc(NC(=O)c2sccc2C)cc1[N+](=O)[O-]
32: CSCCc1nc(SCC(=O)Nc2nnc(C)s2)[nH]c1C
33: O=C(OCc1nnc(-c2ccccc2)o1)c1ccc(S(=O)(=O)NCc2ccco2)cc1
34: COc1ccc(NC(=O)Nc2cc(C(=O)O)ccc2N2CC3CC(C2)c2cccc(=O)n2C3)c(OC)c1 (stereo unspecified)
35: COc1ccccc1N1CCN(Cc2ccc(O)c3ncccc23)CC1
36: Cc1ccc2c(c1)C1CN(C)CCC1N2C(=O)c1ccccc1NS(=O)(=O)c1ccc(F)cc1C (stereo unspecified)

Compound	31	32	33	34	35	36
RPL19A-GFP yeast	100	101	101	94	101	107
MEP2-GFP yeast	104	102	100	118	104	112
LAP4-GFP MLPCN	93	106	100	94	106	108
ZTA counter	19	-1	0	-3	3	5
procasp7 counter	-4	5	-10	-6	4	0
EBNA-1 inh	6	-2	-20	1	-2	7
procasp3 activ	-6	1	-4	2	3	1
AHR activator	26	2	1	2	1	-2

37: CCOc1ccc(OCCn2c(=S)[nH]c3c(N)ncnc32)cc1
38: CC(C)(C)OC(=O)[C@H](Cc1ccccc1)NC(=O)c1nc[nH]c1C(=O)N[C@@H](Cc1ccccc1)C(=O)OC(C)(C)C
39: O=C(c1ccc2c(c1)OCO2)N1CCCc2ccccc21
40: CCc1cccc(NC(=O)CN(C)C2=NS(=O)(=O)c3ccccc32)c1
41: COc1cc(C(=O)O/N=C(\N)c2cccc([N+](=O)[O-])c2)cc(OC)c1OC
42: C=CCN1CCN(c2ccncc2S(=O)(=O)N2CCOCC2)CC1

Compound	37	38	39	40	41	42
RPL19A-GFP yeast	99	100	85	93	98	95
MEP2-GFP yeast	104	96	98	92	98	97
LAP4-GFP MLPCN	92	109	122	86	99	98
ZTA counter	-12	10	8	3	11	1
procasp7 counter	13	-3	-3	4	2	-1
EBNA-1 inh	2	-1	-21	.	7	11
procasp3 activ	-2	-1	3	5	-2	4
AHR activator	14	2	9	0	2	-1

43: COc1ccc(C2=CC(=O)C[C@H](c3ccc(F)cc3)C2)cc1OC
44: COCCN1C(=O)N[C@@H](c2cccc(F)c2)C(C(=O)OC)=C1C
45: O=C(CSc1nnc(Cc2csc(Nc3cccc(Cl)c3)n2)o1)N1CCc2ccccc21
46: CCOC(=O)[C@H]1[C@H]2COc3ccc(C)cc3[C@@H]2N2C(=O)c3cc(OC)c(OC)cc3NC(=O)[C@@]12C
47: CCn1c(SCC(=O)NC2CCCCC2)nnc1-c1ccccc1F
48: COc1ccc(NS(=O)(=O)c2ccc3oc(SC4CCOC4=O)nc3c2)cc1 (stereo unspecified)

Compound	43	44	45	46	47	48
RPL19A-GFP yeast	99	92	99	.	102	103
MEP2-GFP yeast	94	83	102	.	102	100
LAP4-GFP MLPCN	110	116	97	.	102	79
ZTA counter	-12	-21	-4	-8	13	-12
procasp7 counter	0	2	0	1	5	5
EBNA-1 inh	.	7	-8	0	-1	-4
procasp3 activ	2	12	-6	-5	5	-1
AHR activator	3	0	0	0	-1	5

49: C=CCSc1ccsc1C(=O)O
50: COc1cccc(C(=O)Nc2cccnc2)c1
51: O=C(OCCc1cc2ccccc2c(=O)o1)c1ccco1
52: COc1cc2c(C(=O)OCCN(C)C)c(CSc3ccccc3)n(C)c2cc1Br
53: Cc1cc(=O)c(C(=O)Nc2cccc(C(=O)NC3CC3)c2)nn1-c1ccccc1Cl
54: CC(C)N1CCN(Cc2ccc(OC3CCCC3)cc2)CC1CCO (stereo unspecified)

Compound	49	50	51	52	53	54
RPL19A-GFP yeast	107	109	98	123	98	100
MEP2-GFP yeast	110	96	90	101	101	95
LAP4-GFP MLPCN	112	95	101	117	101	91
ZTA counter	5	-19	10	-9	-4	6
procasp7 counter	1	1	9	4	-2	1
EBNA-1 inh	4	7	.	3	.	0
procasp3 activ	9	2	0	4	-6	2
AHR activator	0	25	1	-4	20	3

55: O=C(Nc1ccc(Cl)cc1N1CCOCC1)C1CCCO1 (stereo unspecified)
56: Cn1cccc1Cc1nnc(SCC(=O)NCCc2ccccc2)n1C
57: COc1ccc(CCN(C(=O)C(F)(F)F)C(C(=O)NC2CCCC2)c2cccs2)cc1OC (stereo unspecified)
58: CCOC(=O)c1[nH]c(C)c(C(=O)OCc2ccccc2F)c1C
59: Cc1cc(=O)oc2cc(NC(=O)c3cc([N+](=O)[O-])ccc3N3CCOCC3)ccc12
60: c1c2c(cc3sc(N4CCCCC4)nc13)OCCO2
61: CCCC(=O)Nc1cccc2c1CCCC2
62: COc1ccc(NC(=O)CN2CCN(CC(=O)Nc3ccccc3F)CC2)c(OC)c1
63: N#Cc1ccccc1NC(=O)CSc1nnc(-c2ccccc2O)n1-c1ccccc1

Compound	55	56	57	58	59	60	61	62	63
RPL19A-GFP yeast	102	111	95	99	101	100	98	103	96
MEP2-GFP yeast	108	101	103	110	96	92	110	105	95
LAP4-GFP MLPCN	107	100	98	115	101	87	98	103	102
ZTA counter	-2	-6	-4	9	7	-6	0	-7	6
procasp7 counter	6	-1	8	3	6	7	8	-11	-4
EBNA-1 inh	-2	10	0	-5	-11	1	-5	-5	0
procasp3 activ	5	-7	4	9	-5	1	2	4	-5
AHR activator	-1	-1	0	7	8	-13	4	1	0
